# Source: PubChem
# HEK293 tox: qHTS of GLP-1 Receptor Inverse Agonists: Cytotox Screen. Potency, µM (series often up to 38.3 µM), for the others: top-dose activity change, negative = inhibition, hits mostly inhibitors. HEK293 cAMP-luciferase reporter cells, luminescence, 24 h. 410,000 tested, 0.13% active. AID 624418, 2012;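 further: loss of luciferase light is scored as toxicity; potency means the concentration at half of the fitted maximal effect; on the % scale 0 is the no-effect control and ±100 the full control effect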
#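 MLSMR compounds, 24 hr on cells at 37 deg C/5% CO2; luminescence after luciferase reagent (12 min RT). Inhibition counted as the undesired cytotoxic outcome.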
# GLP-1R inv ag: qHTS of GLP-1 Receptor Inverse Agonists (Inhibition Mode). Potency, µM (top dose mostly 38.3 µM), for inactives: at the top dose activity change, negative = inhibition, usual class: inhibitors. 410,000 tested, 1.6% active. HEK293 GLP-1R CRE-luciferase, luminescence, 24 h; GLP-1R form is constitutively active. AID 624417, 2012. Glucagon-like peptide 1 receptor (Homo sapiens), P43220; further: potency means the concentration at half of the fitted maximal effect; on the % scale 0 is the no-effect control and ±100 the full control effect; nearly all actives have a fitted effect of over 55% in size
# Target sequence (P43220 whole entry, looked up): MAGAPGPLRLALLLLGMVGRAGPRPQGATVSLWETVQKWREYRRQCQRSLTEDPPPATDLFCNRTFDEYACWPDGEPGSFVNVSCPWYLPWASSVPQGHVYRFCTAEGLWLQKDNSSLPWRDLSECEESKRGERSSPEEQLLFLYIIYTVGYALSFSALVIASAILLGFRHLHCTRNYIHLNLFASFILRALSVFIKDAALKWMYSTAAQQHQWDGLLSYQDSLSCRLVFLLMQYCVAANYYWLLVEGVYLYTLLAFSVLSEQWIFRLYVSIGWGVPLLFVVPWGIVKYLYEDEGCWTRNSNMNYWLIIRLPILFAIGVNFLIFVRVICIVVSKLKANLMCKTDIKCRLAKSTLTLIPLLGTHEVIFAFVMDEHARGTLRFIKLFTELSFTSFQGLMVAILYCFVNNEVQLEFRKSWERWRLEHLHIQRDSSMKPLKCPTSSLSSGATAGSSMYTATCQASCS
#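 Seeding at 200 cells/uL, 12 h culture, 24 hr compound treatment, then luciferase reagent and a luminescence read; cells are HEK293 stably expressing a constitutively active GLP-1R plus cAMP-responsive luciferase.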
# TDP-43 yeast inh: qHTS of TDP-43 Inhibitors | 410,000 tested, 1.8% active | TDP-43 expressing yeast growth rescue, BacTiter-Glo, 24 h | AID 652104, 2013 | Potency, µM (doses to about 46.1 µM), for inactives: at the top dose growth rescue (activation), most hits filed as activators; further: potency means the concentration at half of the fitted maximal effect; % of control where 0% means no effect; nearly all actives have a fitted effect of over 50% in size
#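 In this qHTS, compounds that restore growth of yeast expressing TDP-43 appear as activators. Cells (OD600=0.02, galactose medium, raffinose-pregrown) are incubated with compound 24 hr at 30 deg C and growth is quantified by BacTiter-Glo.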
# KB-V1 MDR tox: qHTS assay for MDR1-selective chemotherapeutics: Primary screen using the drug-selected MDR subline cells KB-V1; KB-V1 MDR cells viability, CellTiter-Glo, 72 h; Potency, µM (titrated, usually from 46.1 µM), for inactives: top-dose activity change, negative = cytotoxicity, actives largely listed as cytotoxic; 400,000 tested, 3.4% active; AID 1347076, 2019; further: potency means the concentration at half of the fitted maximal effect; on the % scale 0 is the no-effect control and ±100 the full control effect; nearly all actives have a fitted effect of over 60% in size
#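 Potencies derive from concentration-effect curves fitted to normalized luminescence (CellTiter-Glo) of KB-V1 cells treated for 72 h at 37 degrees C in phenol-red-free DMEM containing 10% FBS.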
# aSyn rescue: qHTS of alpha-syn Inhibitors; Yeast expressing alpha-synuclein, growth rescue, BacTiter-Glo, 24 h; Potency, µM (titrated, usually from 46.1 µM), inactives show at the top dose growth rescue (activation), hits mostly activators; 370,000 tested, 0.14% active; AID 652106, 2013; further: potency means the concentration at half of the fitted maximal effect; % of control where 0% means no effect; nearly all actives have a fitted effect of over 65% in size
#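 Galactose-induced alpha-syn yeast (OD600=0.02, raffinose-pregrown) + pinned cpd, 24 hr, 30 deg C; growth by BacTiter-Glo luminescence. Growth restoration scores as activation.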
# GLP-1R agonist: qHTS of GLP-1 Receptor Agonists; Glucagon-like peptide 1 receptor (Homo sapiens), P43220; HEK293 GLP-1R CRE-luciferase, luminescence, 4-6 h; cells express a hypersensitive GLP-1R form; Potency, µM (top dose mostly 45.6 µM), for inactives: at the top dose activation, usual class: activators; 380,000 tested, 0.007% active; further: potency means the concentration at half of the fitted maximal effect; % of control where 0% means no effect
# D3 antag: qHTS of D3 Dopamine Receptor Antagonist: qHTS; 360,000 tested, 2.5% active; max response, negative = inhibition, %; D3R cells, DiscoveRx beta-arrestin luminescence, antagonist mode; hits give low values; D(3) dopamine receptor (Homo sapiens), P35462; AID 652054, 2013; in the data active means max response below about -50%; inconclusive means no clear call, values can overlap the other calls; further: on the % scale 0 is the no-effect control and ±100 the full control effect; mostly tested at two doses, the higher about 12 µM
#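 Cells expressing the human receptor were seeded at 1500 cells/well, incubated overnight at 37 degrees C in 5% CO2, then exposed to library compounds with dopamine controls for 90 minutes at 37 degrees C before luminescent detection.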
# PTHR1 ag: qHTS for PTHR1 Agonists: Primary Screen | Parathyroid hormone/parathyroid hormone-related peptide receptor (Homo sapiens), Q03431 | HEK293 GP2 PTHR1 cells, GloSensor cAMP luminescence, 1 h | Potency, µM (highest dose often 115 µM), for the others: at the top dose activation, usual class: activators | 410,000 tested, 0.075% active; further: potency means the concentration at half of the fitted maximal effect; nearly all actives have a fitted effect of over 55% in size; some results filed as inactive show a strong effect at the top dose; inactives centre near -15; many of its hits are not listed in these tables
# Target sequence (Q03431 whole entry, looked up): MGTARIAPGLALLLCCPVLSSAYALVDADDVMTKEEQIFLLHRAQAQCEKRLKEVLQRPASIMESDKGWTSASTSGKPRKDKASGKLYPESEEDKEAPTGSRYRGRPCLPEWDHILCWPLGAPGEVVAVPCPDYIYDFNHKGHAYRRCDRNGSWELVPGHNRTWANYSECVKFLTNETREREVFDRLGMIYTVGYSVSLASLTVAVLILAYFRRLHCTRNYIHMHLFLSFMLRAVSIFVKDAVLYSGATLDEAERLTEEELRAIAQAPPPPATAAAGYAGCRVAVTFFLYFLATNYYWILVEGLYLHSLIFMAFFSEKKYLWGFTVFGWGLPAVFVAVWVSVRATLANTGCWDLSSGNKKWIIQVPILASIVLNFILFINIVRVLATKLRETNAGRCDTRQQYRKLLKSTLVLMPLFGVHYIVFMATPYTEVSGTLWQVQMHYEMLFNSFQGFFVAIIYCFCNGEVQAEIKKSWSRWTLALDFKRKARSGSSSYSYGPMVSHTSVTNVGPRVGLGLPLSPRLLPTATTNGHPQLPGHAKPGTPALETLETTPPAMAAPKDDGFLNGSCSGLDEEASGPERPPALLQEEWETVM
#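 HEK-293-derived GP2 cells expressing PTHR1 and a GloSensor cAMP reporter, 3,000/well, plated overnight, given luciferin plus IBMX (each 0.5 mM as added) for 1 h at 37 °C, then compound for 1 h at 37 °C. Luminescence was read after 15 min at room temperature.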
# D3 ag: qHTS of D3 Dopamine Receptor Agonist: qHTS | D(3) dopamine receptor (Homo sapiens), P35462 | D3R DiscoveRx beta-arrestin cells, luminescence, 90 min | max activation, % | 410,000 tested, 0.58% active | AID 652048, 2013; in the data active means max activation above about 30%; further: 0% is about no effect; mostly tested at two doses, the higher about 12 µM
#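 Cells at 1500/well, incubated overnight, then treated with pinned compounds (dopamine as control) for 90 min at 37 degrees C. DiscoveRx reagent added for 30 - 60 minutes at room temperature; luminescence read.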
# Active calls of the source: *; i = inactive; ? = inconclusive; . = no result given; [ ] = another dose, or the depositor's remark. Unless noted, the call rests on the fitted dose curve; in most records, active means well fitted curve in the direction sought with a large enough effect; inconclusive means small, poorly fitted or top-dose-only effect, or another doubt; inactive means no such curve, though single readings can be large; an effect the other way counts as inactive or inconclusive. Some of the compounds tested. The share of hits here may be higher or lower than overall.
# Each structure is followed by: HEK293 tox	GLP-1R inv ag	TDP-43 yeast inh	KB-V1 MDR tox	aSyn rescue	GLP-1R agonist	D3 antag	PTHR1 ag	D3 ag
COC(=O)c1sccc1S(=O)(=O)N(CC(=O)Nc1ccc(C)c(F)c1)c1ccc(C)c(C)c1
→ 11%	8.9µM*	7%	-28%	.	.	.	-60%	-2
CCOc1ccccc1C1N=C(N)Nc2nc3ccccc3n21 (stereo not drawn)
→ -11%	-10%	0%	16%	.	-1%	.	-29%	2
COCCNc1nc(SCC(=O)N2CCN(c3ccccc3OC)CC2)nc2ccccc12
→ -22%	-18%	-14%	?	2%	-1%	19	i	-4
O=S(=O)(Cc1ccccc1)NCc1cccnc1
→ 1%	4%	-5%	14%	-3%	1%	-9	-3%[57.5 µM]	-1
CC1CCc2c(sc(NC(=O)c3cc(-c4ccc(Br)cc4)on3)c2C(N)=O)C1 (stereo not drawn)
→ 1%	1%	14%	?	.	.	.	-1%	-14
COc1ccc(C(=O)CCC(=O)Nc2ccccc2C)cc1
→ -13%	14%	?	5%	.	.	.	-9%	3
CC(C)c1ccc(NC2CCCN(C(=O)c3cccs3)C2)cc1 (stereo not drawn)
→ 20%	?	6%	-14%	8%	14%	1	-59%[inhibitor]	-2
Cc1nn(Cc2ccccc2Cl)c(C)c1NC(=O)c1noc(C(C)C)c1[N+](=O)[O-]
→ -17%	-23%	18%	14%	-1%	9%	-15	-1%	-4
CCC1SC2=NC(C)=C(C(=O)OCCOC)C(c3ccc(C(=O)OC)cc3)N2C1=O (stereo not drawn)
→ -3%	14%	1%	-1%	-5%	7%	15	i	1
COc1ccccc1-c1cc(C(=O)NC(C)c2ccccc2)no1 (stereo not drawn)
→ -7%	-4%	5%	21µM*	9%	19%	-58*	-23%	-29

# Later entries
# Each structure is followed by: HEK293 tox	GLP-1R inv ag	TDP-43 yeast inh	KB-V1 MDR tox	aSyn rescue	GLP-1R agonist	D3 antag	PTHR1 ag	D3 ag
CC(C)(C)NC(=O)Nc1ccc2nccnc2c1
→ 92%[activator]	-3%	8%	?	-4%	-5%	-3	i	3
COc1ccc(NC(=O)c2sc(=O)n(Cc3cccc(C(F)(F)F)c3)c2C)cc1OC
→ -29%	?	?	?	-1%	-5%	-3	-86%[inhibitor]	-1
CC1CCN(S(=O)(=O)c2ccc3nc(NCc4ccccc4)ccc3c2)CC1
→ -14%	?	-6%	?	.	.	.	i	8
COc1cc(NC(=O)Cn2cc(S(=O)(=O)c3ccccc3)c(=O)c3ccccc32)cc(OC)c1
→ -5%	?	14%	18%	.	-2%	.	i	-8
COc1ccc(/C=C/C(=O)c2ccc3c4c(cccc24)CC3)cc1OC
→ 16%	?	12%	16µM*	12%	5%	-16	-19%	8
COC(=O)[C@@H](NC(=O)N1CCN(C(=O)C2COc3ccccc3O2)CC1)C(C)C (stereo partly drawn)
→ 8%	0%	-9%	?	0%	3%	-2	-13%	9
COc1cc(/C=C2\N=C(C)OC2=O)cc(Cl)c1OC(C)=O
→ -10%	2%	15%	17%	3%	-4%	3	i	2
Cn1c(C(C(=O)NCC2CCCO2)N(C(=O)Cn2nnc3ccccc32)C2CCCCC2)nc2ccccc21 (stereo not drawn)
→ -6%	-8%	?	?	-2%	-4%	12	i	7
CN(C(=S)NC(=O)C1(C)CC1(Cl)Cl)c1ccccc1 (stereo not drawn)
→ 4%	-15%	-4%	?	2%	-1%	12	-18%	3
COc1ccc(-c2coc3cc(OC4OC(CO)C(O)C(O)C4O)ccc3c2=O)cc1 (stereo not drawn)
→ 6%	10%	5%	-2%	-9%	6%	-9	-25%	-1

# (more compounds)
canonical_smiles	HEK293 tox	GLP-1R inv ag	TDP-43 yeast inh	KB-V1 MDR tox	aSyn rescue	GLP-1R agonist	D3 antag	PTHR1 ag	D3 ag
Cc1ccc(NS(=O)(=O)c2ccc(C)c(C(=O)N3CCN(C)CC3)c2)cc1	-3%	-8%	-14%	-2%	-8%	-10%	-11	-7%[57.5 µM]	6
Cc1ccc(CCNC(=O)CS(=O)Cc2nc(-c3cccc(C)c3)oc2C)cc1 (stereo not drawn)	-17%	?	7%	-20%	11%	6%	-12	-19%	-8
Cc1ccc(S(=O)(=O)N2CCN(C(=O)CSc3ccc(Cl)cc3)CC2)cc1	-2%	?	?	-8%	0%	12%	4	-19%	7
CCOc1cccc(-c2c(C(=O)N/N=C/c3ccc(Br)cc3)nnn2-c2nonc2N)c1	20%	?	11%	3%	-6%	9%	0	-10%	1
Cc1ccc(SCC(=O)Nc2ccccc2C(=O)N2CCOCC2)cc1	-1%	3%	-1%	?	-2%	-5%	1	i	-3
CCCCN1C(=O)C(=O)NC[C@@H]1C(C)O (stereo partly drawn)	5%	2%	10%	5%	-4%	-4%	20	i	5
CC1(C)C2CC=C(/C=N/NC(=O)C3CC3)C1C2 (stereo not drawn)	8%	13%	18%	6%	2%	2%	12	i	0
Cc1ccc(C(=O)NC2CCCCNC2=O)cc1 (stereo not drawn)	0%	13%	-7%	4%	-1%	-4%	0	i	-1
Cn1c(C(=O)NCCc2ccccc2)cc2cc(S(=O)(=O)N3CCCCC3)ccc21	-2%	?	6%	.	.	.	.	-70%[inhibitor]	5
Cc1ccccc1C(=O)NC(=S)Nc1ccc(S(=O)(=O)N2CCOCC2)cc1	4%	-1%	-17%	2%	-4%	16%	-54*	i	-13
CC(C)NC(=O)c1onc(CSc2ccc(Cl)cc2)c1C(=O)O	-10%	?	17%	?	-11%	-3%	19	-24%	0
Cc1ccc(NC(=O)CN(C)Cc2cc(=O)n3ccsc3n2)cc1	6%	80%[activator]	-15%	-24%	-5%	?	4	-3%	0
CCOc1ccc(CNCCSc2nnnn2C)cc1	4%	4%	-7%	3%	.	-1%	.	i	-15
O=C(O)CCSc1nc2ccccc2n1-c1ccccc1	8%	-17%	-8%	13%	1%	0%	-16	i	13
O=C(COC(=O)C1CC2C=CC1C2)NCc1ccccc1Cl (stereo not drawn)	1%	-8%	12%	7%	3%	4%	6	-43%[inhibitor]	3

# Some entries already given, showing only PTHR1 ag, aSyn rescue and TDP-43 yeast inh.
Molecule | PTHR1 ag | aSyn rescue | TDP-43 yeast inh
Cc1ccc(S(=O)(=O)N2CCN(C(=O)CSc3ccc(Cl)cc3)CC2)cc1 | -19% | 0% | ?
CCOc1cccc(-c2c(C(=O)N/N=C/c3ccc(Br)cc3)nnn2-c2nonc2N)c1 | -10% | -6% | 11%

# Back to the main list, repeating the 4 entries before the break.
canonical_smiles	HEK293 tox	GLP-1R inv ag	TDP-43 yeast inh	KB-V1 MDR tox	aSyn rescue	GLP-1R agonist	D3 antag	PTHR1 ag	D3 ag
Cc1ccc(NC(=O)CN(C)Cc2cc(=O)n3ccsc3n2)cc1	6%	80%[activator]	-15%	-24%	-5%	?	4	-3%	0
CCOc1ccc(CNCCSc2nnnn2C)cc1	4%	4%	-7%	3%	.	-1%	.	i	-15
O=C(O)CCSc1nc2ccccc2n1-c1ccccc1	8%	-17%	-8%	13%	1%	0%	-16	i	13
O=C(COC(=O)C1CC2C=CC1C2)NCc1ccccc1Cl (stereo not drawn)	1%	-8%	12%	7%	3%	4%	6	-43%[inhibitor]	3
CCCCc1ccc(-c2csc(/C(C#N)=C/c3ccco3)n2)cc1	30%[activator]	18%	-9%	-19%	3%	-4%	10	-24%	3
CC(C)C[C@H]1CNC(=O)C(=O)N1CC1CCN(CCc2ccccc2)CC1	4%	6%	8%	-6%	-3%	1%	-76*	-15%	-14
COc1ccccc1NC(=O)NCCN1C(=O)C2C3C=CC(C3)C2C1=O (stereo not drawn)	-10%	1%	29%	18%	-1%	15%	-6	-9%	6
CC(C)C(=O)NC(c1cccc([N+](=O)[O-])c1)c1ccc2cccnc2c1O (stereo not drawn)	2.5µM*	?	35µM*	?	-39%[inhibitor]	-14%	5	i	1
Cc1ccc(-n2nnnc2SCC(=O)N(CC(C)C)c2c(N)n(CC(C)C)c(=O)[nH]c2=O)cc1	1%	-17%	-23%	0%	1%	12%	41	24%	-13
CC1(C)CC(=O)C=C(c2ccc(COC(=O)c3cccc(C(F)(F)F)c3)cc2)C1=O	2%	16%	?	5%	0%	-8%	43	-82%[inhibitor]	12
OC1(c2cccc(C(F)(F)F)c2)CCN(c2ncnc3c2[nH]c2ccccc23)CC1	?	?	28%	?	-2%	-22%	12	-42%[inhibitor]	10
O=C1c2cccc3c([N+](=O)[O-])ccc(c23)C(=O)N1CCc1ccccn1	61%[activator]	17%	-9%[1.82 µM]	0%	-9%	12%	-3	-32%[inhibitor]	10
CCOC(=O)C(/C=C(\C#N)C(=O)OCC)=C(/N)N1CCN(c2ccc(Cl)cc2)CC1	-22%	-58%	-16%	-13%	-12%	-2%	?	-3%[57.5 µM]	-2
